H9c2 TAG inh: inhibitors of triacylglycerol accumulation, primary screen, cell-based, uHTS, fluorescence, H9c2; H9c2 cells, Nile Red lipid (TAG) fluorescence; cells loaded with 200 µM oleic acid; inhibition, % at 12.5 µM; 230,000 compounds, 0.66% hits; AID 651582, 2012;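 active means pattern-corrected inhibition of lipid staining of at least 50% with the nuclear-stain viability signal not falling by more than 50%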;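 further: 0% = DMSO wells and 100% = triacsin C control wells; some results filed as inactive read as strong as hits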
H9c2 TAG inh DAPI viability: also measured in H9c2 TAG inh; calls as there; DAPI nuclei signal change (viability), lower = more cytotoxic, %;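 whole-well DAPI fluorescence read on a plate reader as a viability signal; minus 50 percent equals half of cells still viable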
Starred values were filed as active, the others as inactive.

SMILES | H9c2 TAG inh | H9c2 TAG inh DAPI viability
O=C(O)c1cc(-c2ccc(Cl)s2)nc2ccccc12 | 7.0 | -0.8
CC1CCN(S(=O)(=O)c2ccc(C(=O)N3CCOCC3)cc2)CC1 | 2.2 | 1.4
CC(Sc1nnnn1-c1cccc(F)c1)C(=O)NC1CCCC1 (configuration not stated) | 10.5 | 1.7
CCCn1c(NC(=O)CN2C(=O)NC3(CCCC3)C2=O)nc2ccccc21 | -8.4 | -10.3
COc1ccc([C@H]2CC(=O)C=C(c3ccc(C(F)(F)F)c(C(F)(F)F)c3)C2)cc1OC | -1.5 | -9.4
O=C(Cn1cnc2ccccc2c1=O)Nc1ccc2c(c1)OCCO2 | 3.4 | 4.5
CC(=O)c1ccc(C(=O)N2CCC(CO)(Cc3cccc(C(F)(F)F)c3)CC2)cc1 | -11.8 | 3.2
Cc1ccc(S(=O)(=O)/N=C2\C=C(NS(=O)(=O)c3ccccc3)C(=O)c3ccccc32)cc1 | 6.4 | 4.4
CCOC(=O)Cc1cc(=O)n2[nH]c(C)c(-c3ccccc3)c2n1 | 27.8 | -18.6
COC(=O)c1ccc(S(=O)(=O)NCc2cccc(OC)c2)n1C | 4.8 | -2.8
O=C(N/C(=C/c1ccccc1)C(=O)N1CCCCC1)c1ccc(Br)o1 | -4.8 | -5.6
O=C1NC(=Nc2ccccc2)S/C1=C/c1cccnc1 | -1.0 | -9.0
CCCn1c(SCC(=O)Nc2cccnc2Cl)n[nH]c1=O | 10.0 | -8.3
COc1ccc(-c2ccc(CN3C(C(C)C)C(=O)N(Cc4cn(CC5CCCCC5)nn4)CCS3(=O)=O)cc2)cn1 (configuration not stated) | -6.9 | 3.2
CCO[C@H]1OC(C(=O)N2CCN(Cc3ccccc3)CC2)=C[C@@H](c2ccccc2)[C@@H]1CCCO | 12.3 | -4.6
CNc1ccc(C(=O)OCC(=O)NC(=O)NC2CCCCC2)cc1[N+](=O)[O-] | -6.5 | 0.8
COc1ccc(-c2cc3nc(-c4ccccc4)cc(N4CCN(C(=O)c5ccsc5)CC4)n3n2)cc1 | 49.3 | 59.7
CC(C(=O)OCC(=O)c1ccc([N+](=O)[O-])cc1)N1C(=O)C2C3CCC(C3)C2C1=O (configuration not stated) | -5.6 | 2.2
COc1ccccc1Nc1nc(N)nc(CN2CCN(Cc3ccc4c(c3)OCO4)CC2)n1 | 10.3 | 3.2
COc1ccc(C(=O)NCC(c2cccnc2)N2CCN(c3ccc(F)cc3)CC2)cc1OC (configuration not stated) | -6.8 | -11.5
COc1cc2oc(=O)cc(-c3ccc(-c4ccc(OC(F)(F)F)cc4)cc3)c2c(OC)c1OC | 1.5 | -2.9
C[C@@H]1C=C(C(=O)NC2CC2)O[C@H](OCc2ccc(CO)cc2)C1 | 9.5 | 0.8
Cc1nn(Cc2ccc(Cl)c(Cl)c2)c(C)c1NC(=O)c1cn(-c2ccccc2)nc1-c1ccccc1 | 23.1 | -2.4
C[C@H](O)[C@@H]1C(=O)N2CCc3ccc(N4CCOCC4)cc3[C@@H]2C[C@@H]1N(C)C(=O)Nc1ccccc1 | -6.3 | -5.4
CC1CCN(c2ccc(NC(=O)c3ccc(Br)o3)cc2)CC1 | -11.3 | 5.7
CC(C(=O)NCCc1nc2ccccc2[nH]1)n1cc([N+](=O)[O-])cn1 (configuration not stated) | -1.1 | 12.0
CCOC(=O)c1c(NC(=O)c2c(C(=O)O)cccc2[N+](=O)[O-])sc(C)c1C | -0.4 | 0.1
CCCCCN(C(=O)CCC(=O)OCC(=O)N1CCCCC1CC)c1c(N)n(CCCC)c(=O)[nH]c1=O (configuration not stated) | -17.3 | -1.3
O=C(N/N=C/c1cc(Br)cc(Cl)c1O)c1ccc2c(c1)OCO2 | 45.8 | -9.4
COc1cc(-c2nnc(COC(=O)c3ccc(C)o3)o2)cc(OC)c1OC | -4.4 | -2.4
COC(=O)CCC(=O)OC1(C)C(=O)C=C2C=C(C3CC3)N(C3CCCCC3)C=C2C1=O (configuration not stated) | -1.6 | -1.8
COc1ccc(/C=C/C(=O)Nc2ccc(-c3nnc4n3CCCCC4)cc2)c(OC)c1 | 2.9 | -1.7
CC(C)CC(OC(=O)c1nsc(Cl)c1Cl)C(=O)NCc1cccs1 (configuration not stated) | -2.1 | -8.2
Cc1sc2nc(CC(=O)NN)[nH]c(=O)c2c1C | 3.5 | 1.0
Cc1ccc(NC(=O)CCc2ccc(S(=O)(=O)N3CCOCC3)cc2)c(O)c1 | -9.0 | 0.0
S=c1[nH]nc(-c2ccccn2)n1/N=C/c1ccc(Cl)c(Cl)c1 | 2.0 | 10.5
Cc1ccc(S(=O)(=O)N(CC(=O)N2CCC(C(N)=O)CC2)c2cccc(C(F)(F)F)c2)cc1 | -4.6 | 2.2
CCOC(=O)C1CCCN(S(=O)(=O)CCNC(=O)c2ccc3c(c2)OCO3)C1 (configuration not stated) | -3.2 | -0.4
O=C(Nc1ccccc1)c1cc(C2CCCCN2S(=O)(=O)c2ccc(F)cc2F)on1 (configuration not stated) | 10.4 | -14.3
CCCCNC(=O)c1cnc2n(c1=O)CCS2 | -16.0 | 0.7
COCCCNC(=O)c1c(N)n(-c2ccc3c(c2)OCO3)c2nc3ccccc3nc12 | 35.0 | -4.6
O=C(c1cn[nH]c1)c1cc(F)ccc1O | -15.9 | 4.3
Cc1cccc(C)c1OCc1cc(C(=O)NCc2cn(C)nc2C)no1 | 8.7 | 8.7
CCCc1[nH]c2ccc(C#N)cc2c1CCC | -8.5 | -1.3
Cc1cc(C(=O)CCC(=O)N2CCN(S(=O)(=O)c3ccccc3)CC2)c(C)s1 | 2.1 | -7.6
Cc1nc2ccccc2c(=O)n1/N=C/c1ccc(O)cc1O | 0.0 | -6.3
CCC(C)n1c(-c2cccc(S(=O)(=O)N3CCOCC3)c2)n[nH]c1=S (configuration not stated) | 0.9 | -0.8
COc1ccc(OC)c(-n2c(Cn3c(-c4ccccn4)nc4ccccc43)n[nH]c2=S)c1 | -12.1 | 4.0
COc1ccc(-c2ccc(CN3C(C)C(=O)N(Cc4cn(Cc5ccco5)nn4)CCS3(=O)=O)cc2)cc1 (configuration not stated) | -15.2 | 1.0
Cc1onc(-c2c(Cl)cccc2Cl)c1-c1nnc(-c2ccc(Cl)cc2)o1 | 9.8 | -7.0

Exported in CSV form: 4 of the compounds above
Structure,H9c2 TAG inh,H9c2 TAG inh DAPI viability
CCC(C)n1c(-c2cccc(S(=O)(=O)N3CCOCC3)c2)n[nH]c1=S (configuration not stated),0.9,-0.8
COCCCNC(=O)c1c(N)n(-c2ccc3c(c2)OCO3)c2nc3ccccc3nc12,35.0,-4.6
Cc1cc(C(=O)CCC(=O)N2CCN(S(=O)(=O)c3ccccc3)CC2)c(C)s1,2.1,-7.6
CCCc1[nH]c2ccc(C#N)cc2c1CCC,-8.5,-1.3

New compounds follow.
SMILES | H9c2 TAG inh | H9c2 TAG inh DAPI viability
CCOc1ccc(NC(=O)NNC(=O)c2cccnc2)cc1 | 1.4 | -1.0
CSc1ncccc1C(=O)OCc1ccccc1F | -8.4 | 2.9
Cc1noc(C)c1C(c1ccccc1)S(=O)(=O)c1ccccc1 (configuration not stated) | -0.5 | -3.9
COc1ccc(NC(=O)N2CCCCCC2)cc1 | -1.7 | -1.2
C=CS(=O)(=O)c1sc(Cl)c(N2CCOCC2)c1[N+](=O)[O-] | 10.7 | -6.8
Cc1ccc([C@H]2C[C@@H](n3cc(-c4ccc(F)cc4)nn3)[C@H](O)CN2Cc2cccs2)cc1 | -4.7 | -1.3
Cc1ccc2[nH]c(C)c(CCNC(=O)NC3CCCCC3)c2c1 | -21.2 | 3.3
N#CCCCSc1nnc(Cc2ccc3c(c2)OCO3)o1 | 3.9 | 9.9
CC(C(=O)Nc1ccc(C(F)(F)F)cc1)N(C)CC(=O)N1CCN(Cc2ccccc2)CC1 (configuration not stated) | 1.2 | 3.4
COc1ccc(NC(=S)Nc2cnc3ccccc3c2)c(OC)c1 | 4.1 | -6.2

Of the compounds above, these have a COOH group.
SMILES | H9c2 TAG inh | H9c2 TAG inh DAPI viability
O=C(O)c1cc(-c2ccc(Cl)s2)nc2ccccc12 | 7.0 | -0.8
CCOC(=O)c1c(NC(=O)c2c(C(=O)O)cccc2[N+](=O)[O-])sc(C)c1C | -0.4 | 0.1

Part of the list above, comma-delimited:
structure,H9c2 TAG inh,H9c2 TAG inh DAPI viability
Cc1ccc(S(=O)(=O)N(CC(=O)N2CCC(C(N)=O)CC2)c2cccc(C(F)(F)F)c2)cc1,-4.6,2.2
CCOC(=O)C1CCCN(S(=O)(=O)CCNC(=O)c2ccc3c(c2)OCO3)C1 (configuration not stated),-3.2,-0.4
O=C(Nc1ccccc1)c1cc(C2CCCCN2S(=O)(=O)c2ccc(F)cc2F)on1 (configuration not stated),10.4,-14.3
CCCCNC(=O)c1cnc2n(c1=O)CCS2,-16.0,0.7
COCCCNC(=O)c1c(N)n(-c2ccc3c(c2)OCO3)c2nc3ccccc3nc12,35.0,-4.6

Following part.
SMILES | H9c2 TAG inh | H9c2 TAG inh DAPI viability
O=C(NNC(=O)c1ccc(Br)o1)c1ccc(NS(=O)(=O)c2cccs2)cc1 | -51.2 | 10.5
O=CN1Cc2[nH]c3ccccc3c2N(c2ccc(Cl)cc2)C1=O | 8.9 | -12.0
COc1ccc(-n2nc(C(=O)Nc3nc4ccc(OC)cc4s3)c3ccccc3c2=O)cc1 | 8.1 | 4.4
CCc1nccn1S(=O)(=O)c1cc(Br)ccc1OC | 18.0 | -5.4
CCN1C(=O)[C@H]2[C@H]3CN=C(SCC4CC4)N3[C@@](Cc3ccccc3)(C(=O)OC)[C@H]2C1=O | 5.8 | -1.8
CC1=C(C(=O)O)N2C(=O)C(NC(=O)c3c(F)cccc3F)C2SC1 (configuration not stated) | -5.8 | -2.8
COc1cccc(-c2nc(N3CCN(Cc4ccccc4)CC3)c3ccccc3n2)c1O | 21.9 | -4.4
COC(=O)CCCC1=CC2=C(c3ccccc3)C(=O)C(C)(OC(=O)C3CCCC3)C(=O)C2=CN1C1CCCCC1 (configuration not stated) | -4.8 | -9.2
CCCn1c(N/N=C\C=C\c2ccccc2)nc2c1c(=O)[nH]c(=O)n2C | 8.7 | 4.7
O=C(CSc1cn(CCNC(=O)c2cccs2)c2ccccc12)NCc1ccccc1 | 9.8 | -26.6
Cc1ccc(C(=O)N2C(CC(=O)Nc3ccc(Cl)cc3)C(=O)NC3CCCCC32)cc1 (configuration not stated) | 7.0 | -4.1
O=C1N=c2ccccc2=C1c1sc(=O)[nH]c1O | 9.3 | -0.4
CC(C)C(=O)Nc1ccc(N2CCOCC2)c(S(=O)(=O)Nc2ccccc2Cl)c1 | -2.5 | 1.3
CC(=O)N1CCN(C(=O)COC(=O)CNC(=O)c2ccc(C)cc2)CC1 | 1.0 | -1.8
COC(=O)CNC(=O)CNC(=O)c1nn(-c2ccc(OC)c(Cl)c2)c(=O)c2ccccc12 | 12.7 | -5.9
CCN(CC)C(=O)c1sc2nc(-c3cccs3)cc(-c3cccs3)c2c1N | 17.0 | 0.0
Cc1c(NC(=O)CN2C(=O)c3ccc([N+](=O)[O-])cc3C2=O)c(=O)n(-c2ccccc2)n1C | 19.4 | -1.9
CCCOc1ccc(Cc2c(Cl)nc(SC)nc2N(C)C)cc1 | -30.6 | 4.1
OC(CON=C1c2ccccc2-c2ccccc21)CN1CCNCC1 (configuration not stated) | 14.0 | 34.0
O=C(COC(=O)c1ccc2c(c1)OCO2)Nc1ccccc1Cl | -15.2 | -5.7
CCCn1c(N)c(C(c2ccc(OC)cc2)N2CCN(c3ccccc3)CC2)c(=O)[nH]c1=O (configuration not stated) | -2.0 | -0.9
O=C(CC1C(=O)NCCN1C(=O)Nc1ccc(F)cc1)Nc1cc(Cl)ccc1Cl (configuration not stated) | 16.5 | -3.1
COC(=O)c1ccc(COC(=O)C2CCN(S(=O)(=O)c3ccc(C)c(C)c3)CC2)o1 | 6.4 | 6.6
C=CCN1C=CC(=C/C=C(/C#N)C(=O)OCC)C=C1 | -18.0 | -2.0
COc1ccc(OCCCNCCc2ccccc2)cc1 | 0.6 | 12.1
O=C(Cn1c(C(F)(F)F)nc2ccccc21)Oc1cccc(C(F)(F)F)c1 | -13.1 | 8.4
COC(=O)c1ccc(C(=O)N2CCCC(Nc3ccc(F)c(F)c3)C2)cc1 (configuration not stated) | -13.4 | 4.9
CN1CCN(CC(O)(c2ccc(Cl)cc2)c2ccc(Cl)cc2)CC1 | 6.2 | 12.4
CCOc1ccc(NC(=O)CN(C)C(=O)c2ccccc2OCCOc2ccccc2)cc1OCC | 12.8 | 4.5
O=C(N/N=C\c1ccccn1)c1cccc(C(=O)N/N=C\c2ccccn2)n1 | 8.1 | -4.3
Cc1ccc(-c2csc(NC(=O)/C=C/c3ccco3)c2C(=O)O)cc1 | 2.0 | 2.0
CC1CCC(CN2C(Nc3ccccc3)=NC[C@@H]2C)CC1 (some centres not stated) | -0.2 | 8.9
Cc1ccccc1NC(=O)CN1C(=O)COc2ccc(Cl)cc21 | -7.8 | 1.9
COCc1cc(Sc2cccc(Cl)c2Cl)nc(-c2ccccc2)n1 | -13.2 | 0.0
CC(C)C(NC(=O)c1ccc(Cl)cc1Cl)C(=O)N1CCN(S(=O)(=O)c2ccccc2)CC1 (configuration not stated) | -4.1 | -5.7
Cc1ccc(OCCC(=O)N(CC(=O)Nc2ccccc2C(F)(F)F)Cc2ccco2)cc1 | 9.3 | 6.9
Cc1ccc(CNC(=O)C2CCC(=O)N(CCc3ccccn3)C2)s1 (configuration not stated) | 23.2 | 3.1
CC(C)c1ccccc1OCCCCCN1CCOCC1 | -19.5 | -3.8
CCn1ccnc1C(O)(c1ccccc1)c1ccccc1 | -3.0 | 4.7
CS(=O)(=O)Cc1nc2ccccc2n1CC(=O)Nc1cccc(S(=O)(=O)N2CCCC2)c1 | 1.4 | -3.4
CCOc1ccc(/C(O)=C2/C(=O)C(=O)N(CCN(CC)CC)C2c2ccco2)cc1 (configuration not stated) | -0.4 | 15.4
COC(=O)c1ccccc1S(=O)(=O)NNC(=O)c1ccccc1-n1cccc1 | -8.5 | 0.9

Screening data from PubChem.

The list is partial (hit frequency here may not be typical).
